# From PubChem BioAssay
# sPLA2-III inh – Blocks human group III sPLA2 activity; QFRET BODIPY PC-A2 liposome hydrolysis, fluorescence; inhibition, % at 12.2 µM; actives 0.56% (n = 370,000);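 active = inhibition above mean plus 3 SD of compounds lying within the high and low control bounds, cut at about 19% in these data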;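 note: 0% = median of test compound wells and 100% = no enzyme DMSO wells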
# Target sequence (Q9NZ20 whole entry, looked up): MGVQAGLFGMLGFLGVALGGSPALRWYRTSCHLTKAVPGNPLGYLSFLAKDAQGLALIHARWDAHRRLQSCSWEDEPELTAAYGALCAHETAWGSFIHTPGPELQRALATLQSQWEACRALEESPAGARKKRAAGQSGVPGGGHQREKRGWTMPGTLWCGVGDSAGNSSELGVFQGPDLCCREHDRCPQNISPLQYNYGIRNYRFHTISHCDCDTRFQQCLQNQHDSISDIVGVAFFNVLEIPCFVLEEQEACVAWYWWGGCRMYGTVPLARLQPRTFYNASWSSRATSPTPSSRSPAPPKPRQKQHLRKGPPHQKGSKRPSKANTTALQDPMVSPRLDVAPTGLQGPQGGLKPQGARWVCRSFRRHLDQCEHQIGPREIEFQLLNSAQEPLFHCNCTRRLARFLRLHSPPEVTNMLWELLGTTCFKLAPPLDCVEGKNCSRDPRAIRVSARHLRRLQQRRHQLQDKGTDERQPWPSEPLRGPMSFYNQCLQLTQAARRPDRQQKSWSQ
# SMARCA2 activ – increases SMARCA2 function in MMTV reporter cells. actives 1% (n = 370,000). activation, % at 9.1 µM. MG213 cells, MMTV-luciferase reporter, dexamethasone, overnight; in the data active = activation above about 7.8%;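 note: 0% = vehicle wells and 100% = reference activator wells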
# DAX1 inh-1 – inhibitors of DAX1 repression of SF-1 activated StAR promoter. HEK293T StAR-luciferase reporter, SF-1/DAX-1 repression relief. inhibition, % at 6.8 µM. actives 1.1% (n = 370,000). AID 652010;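 active = inhibition above the mean over all tested compounds plus 3 SD, cut at about 3.6% in these data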;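 note: 0% = DAX-1 cells with DMSO and 100% = cells lacking DAX-1 with DMSO; higher inhibition means more luminescence from relief of DAX-1 repression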
# NPR1 activator – GC-A (human) enzyme activation. P16066. activation, % at 10 µM. HEK293 GC-A cells, cGMP TR-FRET, EC30 ANP; 0% at EC30 ANP, 100% saturating ANP. actives 0.14% (n = 370,000); in the data active = activation above about 40%
# ADAM10 inh – inhibits human ADAM10 | O14672 | recombinant ADAM10, EDANS/DABCYL FRET peptide cleavage, 3 h | inhibition, % at 7 µM | actives 0.62% (n = 370,000) | AID 720582;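 active = inhibition above a per-campaign cutoff equal to the mean of compounds falling between control-based bounds plus 3 SD, cut at about 20% in these data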;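 note: 0% = DMSO wells while the 100% control is not disclosed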
# hgDAF12 agonist – activates the H. glycines DAF-12 receptor ligand-binding domain; actives 1.8% (n = 370,000); HEK293 GAL4-hgDAF12 UAS-luciferase reporter, agonist luminescence; normalized to butyrate control; AID 687014; activation, % at 6.8 µM;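 active = activation above a cutoff set at the mean of all screened compounds plus 3 SD, cut at about 10% in these data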;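 note: 0% = DMSO wells and 100% = sodium butyrate wells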
# ssDAF-12 act – S. stercoralis DAF-12 activation, primary screen; AID 652126; actives 1% (n = 370,000); activation, % at 6.8 µM; HEK293 ssDAF-12/GRIP1 lit1-tk-luc reporter, luminescence; % of 3 µM dafachronic acid response;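 active = activation above the mean over all tested compounds plus 3 SD, cut at about 0.9% in these data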;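 note: 0% = DMSO-only wells and 100% = 3 µM delta7-dafachronic acid wells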
# hcDAF12 agonist – H. contortus DAF-12 activation, primary screen. activation, % at 6.8 µM. actives 1.4% (n = 370,000). HEK293 hcDAF-12 lit1-tk-luc reporter, luminescence; 0% DMSO, 100% Δ7-dafachronic acid. AID 652067;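 active = activation above the mean of all tested compounds plus 3 SD, cut at about 5.5% in these data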;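 note: 100% = response to 3 µM Δ7-dafachronic acid high control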
# GAA850 FXN act – frataxin GAA850 promoter activation; HEK293 lucGAA850 FXN promoter luciferase reporter, 24 h; percent of 10 µM SAHA response; activation, % at 6 µM; actives 0.56% (n = 360,000);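 active = activation above the average of all compounds screened plus 3 SD, cutoff fixed separately per campaign, cut at about 7.5% in these data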;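 note: 0% = DMSO wells and 100% = 10 µM SAHA wells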
# NPR2 activator – GC-B (human) receptor activation | actives 0.11% (n = 370,000) | P20594 | HEK293-GC-B cells, CNP EC30, cGMP TR-FRET; 0% at EC30 CNP, 100% saturating CNP | activation, % at 10 µM;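 active = activation at 10 µM reaching about 35% in either raw or pattern-adjusted values, limit read from the data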
# DAX1 inh-2 – inhibits human nuclear receptor DAX1; P51843; AID 504766; actives 0.99% (n = 340,000); inhibition, % at 6.75 µM; HEK293 Gal4-DAX1 luciferase reporter, luminescence;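 active = inhibition above the mean over all tested compounds plus 3 SD, cut at about 4.2% in these data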;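 note: 0% = DAX1-transfected cells with DMSO and 100% = empty-vector control cells with DMSO; inhibition shows as a rise in luminescence from relieved DAX1 repression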
# Target sequence (P51843 207-470 limits assumed): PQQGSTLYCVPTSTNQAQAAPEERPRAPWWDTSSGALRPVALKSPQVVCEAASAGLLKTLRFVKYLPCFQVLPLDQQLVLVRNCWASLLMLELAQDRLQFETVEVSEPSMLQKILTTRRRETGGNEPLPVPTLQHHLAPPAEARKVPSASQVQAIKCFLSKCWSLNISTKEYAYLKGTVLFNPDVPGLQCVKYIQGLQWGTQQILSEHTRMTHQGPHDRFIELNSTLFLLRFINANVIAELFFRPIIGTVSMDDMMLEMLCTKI
# * = called active by the depositor; x = no result given; & = joins results of further samples; ! = not active in a repeat.
SMILES,sPLA2-III inh,SMARCA2 activ,DAX1 inh-1,NPR1 activator,ADAM10 inh,hgDAF12 agonist,ssDAF-12 act,hcDAF12 agonist,GAA850 FXN act,NPR2 activator,DAX1 inh-2
COc1cccc2cc(C(=O)OCc3ccccc3)c(=O)oc12,12,1,-0.3,3,1,2.2,-1.1,-0.1,2.0,-3,-0.3
Cc1noc(C)c1S(=O)(=O)N(C)C[C@H]1OCc2cn(nn2)CCCC(=O)N([C@@H](C)CO)C[C@@H]1C,8,-2,1.4,2,-8,-0.7,-0.5,-1.1,0.8,1,0.1
Cc1ccc(-n2ccc(=O)c(C(=O)Nc3ccc(S(=O)(=O)Nc4onc(C)c4C)cc3)n2)cc1,-14,0,0.1,2,-8,3.0,-1.4,-1.2,2.0,2,-0.2
COc1cc(OC)cc(C(=O)NCC(=O)NC(C)c2ccccc2)c1 (stereo unspecified),-1,1,-0.2,-2,-7,2.2,-1.3,-0.6,0.7,-1,0.2
COc1ccc(Br)cc1CN(C)C(=O)c1ccccc1SCC(=O)N1CCCC1,4,-3,-1.3,-9,-20,-1.3,-1.3,0.1,1.9,0,-0.9
Cc1cc2ncn(C(=O)N3CCCC3)c2cc1C,6,0,0.1,4,-6,0.6,-1.1,0.2,2.2,-4,-0.1
COc1cccc(Nc2ccc([N+](=O)[O-])c3nonc23)c1,3,0,-0.1,-5,1,-1.2,-1.3,-1.4,-0.8,-3,1.1
O=C(CSc1nnc(Cc2ccccc2)o1)NCc1ccco1,0,-1,0.9,2,-3,-2.5,-1.6,-1.5,1.1,3,0.3
CC(C)(C)Cc1nnc(NS(=O)(=O)c2ccccc2)s1,-10,-1,-0.1,1,-3,-2.3,-0.6,-1.1,0.3,3,-0.6
O=C(Nc1ccc2ccccc2c1)C(C1CC1)n1c(=O)c(-c2cc3ccccc3[nH]2)nc2ccccc21 (stereo unspecified),1,-4,-1.9,1,-302,0.4,0.4,2.3,x,2,x
Cc1cc(C)n(C(=O)CN2C(=O)COc3ccccc32)n1,-3,-2,-0.2,3,-1,-2.0,-1.4,0.0,1.6,-1,1.2
O=C(COC(=O)CCc1nc2ccccc2c(=O)[nH]1)Nc1ccccc1OC(F)F,4,1,-1.2,-3,4,-2.4,-0.8,0.3,2.5,1,0.1
O=C(Nc1ccc(-c2cn3ccsc3n2)cc1)C1CCCC1,0,6,2.6,2,2,16*,0.1,3.1,-1.4,1,0.7
Cc1ccc2c(C(=O)CN3CCCCC3)c(C)[nH]c2c1,5,0,0.1,-4,-7,-1.3,-0.7,1.8,1.4,0,0.6
CC(=O)Nc1ccc(-c2csc(NCc3ccccc3)n2)cc1,-4,-3,1.3,-3,13,9.5,-1.9,0.0,2.7,-2,1.4
CN(Cc1cn(-c2ccccc2)nc1-c1ccc(F)cc1)C(=O)CCC(=O)O,0,3,-0.1,2,0,0.7,-1.2,-1.1,3.3,-3,0.6
CCOc1ccccc1NC(=O)c1c(Br)cnn1C,17,-2,-0.6,2,-5,3.8,-1.0,0.0,1.7,-3,1.1
CSCCC(NC(=O)COc1ccccc1)C(=O)N1CCC(C(N)=O)CC1 (stereo unspecified),2,6,1.0,-1,2,1.0,-1.3,0.1,1.9,-1,0.7
CC1CCN(S(=O)(=O)c2cccc(C(=O)N(Cc3ccccc3)c3ccccn3)c2)CC1,-10,-1,-0.6,2,-2,-1.5,-1.1,-1.1,-0.4,2,-1.8
O=C(O)CC1c2ccccc2S(=O)(=O)N1Cc1ccccc1 (stereo unspecified),0,-1,0.1,0,-2,1.0,-1.4,-0.1,1.3,8,0.7
Cc1nn2c(N3CCN(C4CCCC4)CC3)cc(C(C)(C)C)nc2c1-c1ccccc1,1,0,0.2,2,-6,-2.7,-0.9,-1.4,2.7,-2,1.5
O=C(CCS(=O)(=O)c1cccc2nonc12)NCCc1ccccc1Cl,5,0,1.0,-1,7,0.9,-1.0,-1.6,-2.3,-1,0.3
CN(C(=O)COc1ccc(Br)cc1Cl)C1CCCCC1,-4,0,0.5,-3,7,3.8,-0.9,0.8,4.4,-3,-0.2
O=[N+]([O-])c1ccc(NN=CCCc2ccccc2)nc1,6,7,1.4,-2,-5,13*,-0.2,1.1,3.9,-2,1.1

# Compounds listed so far that have an aryl thioether with sulfur outside any ring, in the order listed:
SMILES,sPLA2-III inh,SMARCA2 activ,DAX1 inh-1,NPR1 activator,ADAM10 inh,hgDAF12 agonist,ssDAF-12 act,hcDAF12 agonist,GAA850 FXN act,NPR2 activator,DAX1 inh-2
COc1ccc(Br)cc1CN(C)C(=O)c1ccccc1SCC(=O)N1CCCC1,4,-3,-1.3,-9,-20,-1.3,-1.3,0.1,1.9,0,-0.9
O=C(CSc1nnc(Cc2ccccc2)o1)NCc1ccco1,0,-1,0.9,2,-3,-2.5,-1.6,-1.5,1.1,3,0.3

# Going on with the list.
SMILES,sPLA2-III inh,SMARCA2 activ,DAX1 inh-1,NPR1 activator,ADAM10 inh,hgDAF12 agonist,ssDAF-12 act,hcDAF12 agonist,GAA850 FXN act,NPR2 activator,DAX1 inh-2
Cc1cccc(CC2S/C(=N/N=C/c3ccco3)N(c3ccccc3)C2=O)c1 (stereo unspecified),-15,0,-0.8,4,8,-2.3,-1.0,-2.1,1.9,-8,-0.4
CCC(CC)c1nnc(NC(=O)c2ccc3c(c2)OCO3)s1,5,10*,0.8,3,-6,4.5,0.6,1.8,4.4,-4,1.9
O=C(Nc1ncc(Cc2cccc(Cl)c2)s1)c1cccs1,-9,2,0.6,12,7,7.4,-0.8,2.0,1.5,6,0.7
N=c1nc(-c2ccccc2)ccn1O,0,-2,0.3,8,-9,3.5,-0.8,0.2,1.2,-1,-0.2
COc1ccc(S(=O)(=O)CCC(=O)NCCc2ccc(Cl)cc2)cc1,-5,-3,-0.2,0,-8,1.2,-1.8,-1.1,2.3,-4,0.0
O=S(=O)(/N=C(/Nc1ccc(Cl)c(S(=O)(=O)Nc2ccccc2Cl)c1)c1ccc(F)cc1)c1ccccc1,-43&-59,-3&0,0.9&-0.5,-10&0,22*!,1.9&3.9,-1.2&-2.0,-1.5&1.2,-0.5&2.2,-1&1,-0.9&-1.1
CN(C(=O)COC(=O)c1cc(-c2ccc(Cl)s2)nc2ccccc12)C1CCS(=O)(=O)C1 (stereo unspecified),-4,-1,0.0,0,-100,0.6,-0.7,0.3,2.0,0,-2.1
CC(NC(=O)c1ccc(C(C)(C)C)cc1)C(c1cccs1)N1CCOCC1 (stereo unspecified),-4,-2,0.3,3,4,-1.7,-1.2,-1.2,1.5,3,-0.3
COc1ccc(-n2c(SCC(=O)N3CCN(c4ccccc4)CC3)nc3c(c2=O)SCC3)cc1,5,-3,-2.0,-3,6,2.2,-1.5,-3.0,0.3,-8,-0.3
Fc1ccc(Cn2cccc2C2=NC(c3ccccc3)CO2)cc1 (stereo unspecified),9,1,0.3,-2,-5,4.4,-0.2,0.7,3.9,-1,-0.4
Cc1ccccc1Nc1c([N+](=O)[O-])ccc2c1=NC1(CCCCC1)N=2,13,-4,0.1,-2,-6,0.8,-0.6,0.3,-1.0,0,2.9
O=C(Nc1ccc(Br)cc1)C1CCCN(C2=NS(=O)(=O)c3ccccc32)C1 (stereo unspecified),-13,0,-0.5,-5,9,-3.9,-1.5,-1.2,-0.5,-3,-0.1
O=C(NCc1ccc2c(c1)OCO2)C1CC(c2ccc(Cl)c(Cl)c2)=NO1 (stereo unspecified),4,-4,1.1,-8,-4,2.9,-0.7,-0.8,1.8,3,-1.0
COc1ccc(C(=O)/C=C/NCc2ccc(F)cc2)cc1OC,-6,0,-0.7,1,1,-0.7,-1.1,0.0,0.3,-1,-1.4
CCCc1cc(=O)[nH]c(SCC(=O)NCCC2=CCCCC2)n1,1,-2,-0.4,0,-3,0.3,-1.8,-0.7,0.6,-4,0.5
Cc1nnc(SCC(=O)NC2CCCCC2)s1,-3,2,0.2,-1,-5,4.7,-0.9,0.1,1.3,3,-0.7
O=C(Nc1cnn(Cc2ccc(F)cc2)c1)c1cnn2c(C(F)F)cc(-c3ccccc3)nc12,0,-2,-0.6,0,-4,-4.3,-1.3,-0.9,2.1,-6,-1.9
COCCN(C(=O)c1cc2c(s1)CCCCC2)c1c(N)n(CC(C)C)c(=O)[nH]c1=O,-4,-2,1.1,2,-20,1.9,-0.5,-0.8,-0.9,-1,-0.3
CCCCc1nnc(NC(=O)Cc2ccc(S(=O)(=O)N3CCOCC3)s2)s1,-56,1,-1.6,0,-8,1.0,-0.4,-1.4,1.6,2,-0.5
CCCCC1(Br)C(=O)N(c2ccccc2)N(c2ccccc2)C1=O,-6,-2,-1.1,-6,2,2.4,-1.4,-1.6,2.9,-4,-0.1
COCCCN1C(=O)C(=O)/C(=C(/O)c2ccc(S(=O)(=O)N3CCCCC3)cc2)C1c1ccc(F)cc1 (stereo unspecified),-11,0,0.3,-5,-7,1.0,-1.4,-0.4,-0.2,3,0.8
CCOC(=O)c1oc2cccc(O)c2c1C,-6,5,0.2,5,-8,4.1,-0.7,1.0,2.4,-7,0.6
O=C(NCCN1CCOCC1)C1CC(=O)N(c2ccc(F)c(Cl)c2)C1 (stereo unspecified),-2,0,0.2,3,-4,-1.1,-2.0,-0.6,-0.7,0,0.7
C#CCOCCOCCOCCNc1nc(N2CCN(C(=O)Cn3cc(CCO)nn3)CC2)nc(N2CCN(C(=O)[C@H]([C@@H](C)O)n3cc(CCCCN)nn3)CC2)n1,7,1,-0.6,-5,-6,1.0,-1.5,-0.8,-0.4,3,0.2
Cc1cc(C)nc(-n2ncc3c2CCCC3=O)n1,-3,0,-0.1,-2,-4,-0.2,-1.0,-2.7,0.3,5,5.4*
Cc1csc(-c2cc(C(=O)NCc3ccc(F)cc3)n[nH]2)c1,-10,1,0.5,0,-2,0.8,-1.8,-1.5,-0.1,-1,x
Cc1ccccc1NC(=O)CCC(=O)N/N=C/c1ccncc1,10,-4,0.2,-6,1,1.2,-0.8,-0.9,-0.6,1,2.6
CC(C)(C)OC(=O)C[C@H]1C/C=C\C[C@@H](CC(=O)N[C@H](CO)Cc2ccccc2)C(=O)N2CCC[C@H]2COC1=O,-4,1,-0.6,2,1,-0.8,-0.9,-2.1,0.0,5,-1.1
COc1ccc(/C=C2\N=C3CCCCCN3C2=O)cc1,8,1,-0.5,-13,2,3.6,-1.1,-0.7,1.8,-2,-0.4

# Hits appear at their usual frequency, and some 6.6% of all compounds hit somewhere here.
